GDH-TPI counter: counter-screen for M. tuberculosis FBA inhibitors: GDH-TPI coupled enzymes | GDH-TPI coupled enzyme counterscreen, NADH absorbance | inhibition, % at 4.8 µM | hit rate 1.2% among 360,000 | AID 588335; in the data active means inhibition above about 30%;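 further: 0% = DMSO wells and 100% = wells lacking the enzyme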
UGM FP inh: blocks M. tuberculosis UGM enzyme | hit rate 0.06% among 320,000 | inhibition, % at 10 µM | purified UGM, fluorescence polarization probe displacement | P9WIQ1 | AID 504406; in the data active means inhibition above about 10%, passing the limit was not always enough
Target sequence (P9WIQ1 whole entry, looked up): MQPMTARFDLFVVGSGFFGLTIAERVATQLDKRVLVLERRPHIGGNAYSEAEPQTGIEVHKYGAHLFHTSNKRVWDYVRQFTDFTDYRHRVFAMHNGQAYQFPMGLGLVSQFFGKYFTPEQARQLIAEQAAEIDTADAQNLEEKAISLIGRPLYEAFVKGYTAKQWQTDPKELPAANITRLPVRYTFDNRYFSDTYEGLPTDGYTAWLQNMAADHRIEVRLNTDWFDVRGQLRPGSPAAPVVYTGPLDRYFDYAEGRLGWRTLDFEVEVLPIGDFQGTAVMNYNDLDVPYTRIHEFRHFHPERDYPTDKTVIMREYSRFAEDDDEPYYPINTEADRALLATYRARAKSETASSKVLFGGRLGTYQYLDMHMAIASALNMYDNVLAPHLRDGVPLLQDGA
FBA Mtb inh: inhibits M. tuberculosis FBA enzyme. purified M. tuberculosis FBA, fluorescence read-out. inhibition, % at 1 µM. hit rate 2.3% among 360,000; in the data active means inhibition above about 27%;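 further: 0% = vehicle and 100% = reference inhibitor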
Target sequence (P9WQA3 whole entry, looked up): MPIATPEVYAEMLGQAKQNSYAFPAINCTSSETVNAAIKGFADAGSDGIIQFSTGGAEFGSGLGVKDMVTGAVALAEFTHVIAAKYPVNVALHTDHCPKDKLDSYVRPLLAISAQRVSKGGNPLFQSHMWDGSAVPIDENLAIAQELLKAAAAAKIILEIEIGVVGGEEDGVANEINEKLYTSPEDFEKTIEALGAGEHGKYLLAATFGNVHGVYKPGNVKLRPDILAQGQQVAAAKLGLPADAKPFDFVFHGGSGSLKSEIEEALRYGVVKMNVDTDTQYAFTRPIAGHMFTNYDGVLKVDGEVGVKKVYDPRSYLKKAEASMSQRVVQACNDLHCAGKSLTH
TcdB inh: TcdB glycohydrolase inhibition; P18177; TcdB glycohydrolase enzymatic assay, plate reader; inhibition, % at 9.99 µM; hit rate 0.24% among 350,000; AID 652162; in the data active means inhibition above about 10%
BH1578 lux ind: induces V. cholerae light production without autoinducers; hit rate 0.16% among 350,000; AID 588436; activation, % at 18.7 µM; V. cholerae BH1578 lux reporter, luminescence, 6 h; in the data active means activation mostly above about 9.7%, no sharp cut-off; further: not every result past the cut was called active; inactives centre near 0; reference of the scale not given here
FadD28 FP inh: inhibitors of Mycobacterium tuberculosis FadD28 bisubstrate binding; FadD28 bisubstrate probe binding, fluorescence polarization; inhibition, % at 12.5 µM; hit rate 0.22% among 360,000; in the data active means inhibition above about 8.5%, passing the limit was not always enough
Yp Topo-I inh: Y. pestis Topo-I inhibition via cleavage products; Y. pestis Topo-I cleavage product accumulation, plate reader; activity, % at 10 µM; hit rate 0.064% among 360,000; in the data active means activity above about 50%, passing the limit was not always enough; further: inactives centre near 2
Mtb BioA inh: BioA (M. tuberculosis) enzyme inhibition. purified M. tuberculosis BioA enzyme, plate reader. inhibition, % at 9.99 µM. hit rate 0.096% among 360,000. AID 602481; in the data active means inhibition above about 40%
PfHsp40 yeast: rescue of PfHsp40-mediated yeast toxicity; S. cerevisiae expressing PfHsp40, growth rescue, ATP luminescence; growth rescue, % at 12.5 µM; hit rate 0.68% among 340,000; in the data active means growth rescue above about 28%, passing the limit was not always enough;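 further: yeast W303a lacking pdr1 and pdr3 grown in galactose medium; growth measured after three days at 30 °C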
Numbers without * were called inactive; & = joins results of further samples. An unsorted share of the library. Share with any hit: about 4.6%.

O=C1CN(CC(=O)Nc2ccc(SC(F)F)cc2)CCN1 was read as GDH-TPI counter 10, UGM FP inh -5.6, FBA Mtb inh 5, TcdB inh -0.5, BH1578 lux ind 6.7, FadD28 FP inh 0.7, Yp Topo-I inh -13, Mtb BioA inh 2.9 and PfHsp40 yeast -0.6.
Screening O=C(O)c1ccc2c(c1)SC1=NS(=O)(=O)CCN12 returned GDH-TPI counter 6, UGM FP inh -0.9, FBA Mtb inh -2, TcdB inh -0.7, BH1578 lux ind -0.8, FadD28 FP inh 0.2, Yp Topo-I inh -2, Mtb BioA inh -1.3 and PfHsp40 yeast 0.4.
Cc1ccc(S(=O)(=O)Nc2ccccc2F)cc1C(=O)N1CCN(c2ccccc2O)CC1 was read as GDH-TPI counter -3, UGM FP inh -1.5, FBA Mtb inh -1, TcdB inh 0.1, BH1578 lux ind -2.5, FadD28 FP inh -3.6, Yp Topo-I inh 12 and PfHsp40 yeast 1.6.
COc1ccc(C(CCN2CCCC(C)C2)c2c(OC)cc(OC)c3c(C)cc(=O)oc23)cc1 (stereo not drawn) was read as GDH-TPI counter 6, UGM FP inh 0.0, FBA Mtb inh 3, BH1578 lux ind -0.6, FadD28 FP inh -2.9, Yp Topo-I inh 12, Mtb BioA inh 0.7 and PfHsp40 yeast 0.3.
c1ccc(CCN=C2CCCc3c2[nH]c2ccccc32)cc1 was read as GDH-TPI counter 24, UGM FP inh -0.4, FBA Mtb inh 10, TcdB inh 0.9, BH1578 lux ind inactive, FadD28 FP inh -1.3, Yp Topo-I inh -1, Mtb BioA inh 0.6 and PfHsp40 yeast -1.3.
`O=C1Nc2cc(Cl)c(Cl)cc2N(O)N1c1ccc(Cl)cc1` gave GDH-TPI counter 4, UGM FP inh 0.3, FBA Mtb inh -2, TcdB inh 1.6, BH1578 lux ind inactive, FadD28 FP inh 0.7, Yp Topo-I inh 8, Mtb BioA inh 0.2 and PfHsp40 yeast -0.7.
`COc1ccc(S(=O)(=O)N2CCOCC2)cc1NC(=O)COC(=O)C1CC1C` (stereo not drawn) gave GDH-TPI counter -1, UGM FP inh 0.7, FBA Mtb inh 0, TcdB inh 0.0, BH1578 lux ind -0.3, FadD28 FP inh -2.6, Yp Topo-I inh 1, Mtb BioA inh -1.0 and PfHsp40 yeast 0.3.
Screening S=C(c1ccc(N2CCCC2)cc1)N1CCCCC1 returned GDH-TPI counter 13, UGM FP inh -0.4, FBA Mtb inh 2, BH1578 lux ind inactive, FadD28 FP inh 0.3, Yp Topo-I inh 4, Mtb BioA inh 2.9 and PfHsp40 yeast 0.6.
Screening C=CCOc1ccc(CNC(C)(C)CO)cc1OC returned GDH-TPI counter -10, UGM FP inh -0.4, FBA Mtb inh 3, BH1578 lux ind 4.0, FadD28 FP inh -1.6, Yp Topo-I inh 1, Mtb BioA inh 0.1 and PfHsp40 yeast 0.5.
`c1ccc(CSc2nnc(-c3cccs3)o2)cc1` gave GDH-TPI counter 4, UGM FP inh 3.2, FBA Mtb inh 2, BH1578 lux ind inactive, FadD28 FP inh -1.1, Yp Topo-I inh 29, Mtb BioA inh 3.2 and PfHsp40 yeast 2.4.
For CC(C)n1c(NCc2cccs2)nc2ccccc21 the results were GDH-TPI counter 7, UGM FP inh -4.1, FBA Mtb inh 1, BH1578 lux ind -0.5, FadD28 FP inh -1.3, Yp Topo-I inh 2 and PfHsp40 yeast 0.9.
`O=C(NC(NC1CCS(=O)(=O)C1)C(=O)c1ccccc1)c1ccc(Cl)cc1` (stereo not drawn) gave GDH-TPI counter -10, UGM FP inh 0.1, FBA Mtb inh -3, BH1578 lux ind -3.6, FadD28 FP inh -4.8, Yp Topo-I inh -2, Mtb BioA inh -0.7 and PfHsp40 yeast -0.2.
Screening Cc1c(/C=C(\CC(=O)O)c2nc3ccccc3s2)cc(C#N)n1C returned GDH-TPI counter 43*, UGM FP inh -1.8, FBA Mtb inh 10, TcdB inh 1.1, BH1578 lux ind -0.2, FadD28 FP inh -4.5, Yp Topo-I inh 3 and PfHsp40 yeast -0.9.
For CC(=O)NC(c1cccc(F)c1)c1nc(-c2ccccc2)cs1 (stereo not drawn) the results were GDH-TPI counter 16, FBA Mtb inh 3, TcdB inh 0.5, BH1578 lux ind -0.5, FadD28 FP inh 0.8, Yp Topo-I inh -6 and Mtb BioA inh -0.5.
C=CCN1C(=O)NC(=O)/C(=C/c2ccc(OC)c(COc3ccc(NC(C)=O)cc3)c2)C1=O was read as GDH-TPI counter 7, UGM FP inh -3.9, FBA Mtb inh 4, TcdB inh 0.7, BH1578 lux ind -0.5, FadD28 FP inh -1.0, Yp Topo-I inh -3 and PfHsp40 yeast -1.1.
CCOc1ccc(-c2csc(NC(=O)c3ccco3)n2)cc1 was read as GDH-TPI counter 25, UGM FP inh -3.1, FBA Mtb inh 0, TcdB inh -0.2, BH1578 lux ind -0.3, FadD28 FP inh -0.4, Yp Topo-I inh 6, Mtb BioA inh 0.0 and PfHsp40 yeast -0.6.
`N#CC(C#N)=C1C=CC=CN1/C(=C\c1ccco1)C(=O)c1ccc(Br)cc1` gave GDH-TPI counter 37*, UGM FP inh 1.4, FBA Mtb inh -1, BH1578 lux ind -0.4, FadD28 FP inh -11, Yp Topo-I inh 3 and PfHsp40 yeast 3.1.
Screening C[C@H]1CCCCO[C@H](CN(C)CC2CCCCC2)[C@@H](C)CN([C@@H](C)CO)C(=O)c2cc(NS(=O)(=O)c3ccccc3)ccc2O1 returned GDH-TPI counter 6, FBA Mtb inh -2, TcdB inh 1.0&0.4, BH1578 lux ind inactive, FadD28 FP inh -0.3, Yp Topo-I inh 14 and Mtb BioA inh 1.8&2.7.
O=C(CSc1nnc(CNC(=O)C23CC4CC(CC(C4)C2)C3)n1-c1ccccc1)Nc1ccccc1 was read as GDH-TPI counter -10, UGM FP inh 1.8, FBA Mtb inh -1, TcdB inh 0.3, BH1578 lux ind inactive, FadD28 FP inh -0.9, Yp Topo-I inh 14, Mtb BioA inh -0.5 and PfHsp40 yeast 1.0.
`C=CCNC(=O)CSc1nnc(-c2ccccn2)n1Cc1ccccc1` gave GDH-TPI counter -1, UGM FP inh 1.1, FBA Mtb inh 2, TcdB inh 1.5, BH1578 lux ind -0.2, FadD28 FP inh -0.7, Yp Topo-I inh 3, Mtb BioA inh 2.6 and PfHsp40 yeast -0.3.
Screening COc1ccc(S(=O)(=O)Nc2cccc(-c3ccc4nncn4n3)c2)cc1 returned GDH-TPI counter 6, UGM FP inh 0.0, FBA Mtb inh -2, TcdB inh -3.9, BH1578 lux ind 0.1, FadD28 FP inh -7.2, Yp Topo-I inh -4, Mtb BioA inh 1.7 and PfHsp40 yeast -0.3.
Screening Cc1ccc(C)c(NC(=O)CSc2nnc(-c3ccccc3)n2N)c1 returned GDH-TPI counter -17, UGM FP inh -0.8, FBA Mtb inh 2, BH1578 lux ind -0.4, FadD28 FP inh -4.4, Yp Topo-I inh -4, Mtb BioA inh -2.3 and PfHsp40 yeast 0.5.
Screening CCOC(=O)c1ccc(N2C(=O)CC(NC3CCN(C(=O)c4ccc(F)cc4)CC3)C2=O)cc1 (stereo not drawn) returned GDH-TPI counter 2, UGM FP inh -1.8, FBA Mtb inh 4, BH1578 lux ind 3.6, FadD28 FP inh 0.0, Yp Topo-I inh 9, Mtb BioA inh -1.1 and PfHsp40 yeast 0.2.
For CC1CCC(C(=O)NC(C(=O)N2CCC(N3CCCCC3)CC2)C(C)C)CC1 (stereo not drawn) the results were GDH-TPI counter -1, UGM FP inh -1.0, FBA Mtb inh 0, BH1578 lux ind -0.4, FadD28 FP inh 0.2, Yp Topo-I inh -2 and PfHsp40 yeast -0.4.
CCn1cc(/C=N\NC(=O)Cc2ccc([N+](=O)[O-])cc2)c(C)n1 was read as GDH-TPI counter -7, UGM FP inh 0.4, FBA Mtb inh 0, BH1578 lux ind -0.2, FadD28 FP inh -3.2, Yp Topo-I inh 2, Mtb BioA inh 0.7 and PfHsp40 yeast -0.5.
`CN(C(=O)CSc1nnc(C2CC2)n1C)C1CCCc2ccccc21` (stereo not drawn) gave GDH-TPI counter 0, FBA Mtb inh -1, TcdB inh 2.3, BH1578 lux ind inactive, FadD28 FP inh -0.6, Yp Topo-I inh 10 and PfHsp40 yeast -1.3.
Screening O=C(COc1nsnc1N1CCOCC1)Nc1ccccc1Cl returned GDH-TPI counter 18, UGM FP inh 0.9, FBA Mtb inh 2, TcdB inh 0.6, BH1578 lux ind -0.2, FadD28 FP inh 0.1, Yp Topo-I inh 3, Mtb BioA inh 0.4 and PfHsp40 yeast 0.4.
For O=C(COc1ccccc1F)NC12CC3CC(CC(C3)C1)C2 the results were GDH-TPI counter 0, UGM FP inh -0.7, FBA Mtb inh 0, TcdB inh 2.0, BH1578 lux ind inactive, FadD28 FP inh -3.1, Yp Topo-I inh 13 and PfHsp40 yeast 3.5.
`Oc1ccccc1C(=S)N1CCN(c2cccc(Cl)c2)CC1` gave GDH-TPI counter 3, UGM FP inh 0.7, FBA Mtb inh -2, TcdB inh 1.5, BH1578 lux ind -2.1, FadD28 FP inh -3.8, Yp Topo-I inh 13, Mtb BioA inh 2.1 and PfHsp40 yeast 2.3.
Screening Cc1ccc(C2CC(C(F)(F)F)n3ncc(C(N)=O)c3N2)cc1 (stereo not drawn) returned GDH-TPI counter -5, UGM FP inh 2.7, FBA Mtb inh 3, FadD28 FP inh -3.4, Yp Topo-I inh -9, Mtb BioA inh 5.0 and PfHsp40 yeast 0.4.
`Cc1cc(F)ccc1S(=O)(=O)N1CCCOC1CNC(=O)C(=O)NCCc1ccccc1` (stereo not drawn) gave GDH-TPI counter 2, UGM FP inh 0.8, FBA Mtb inh 8, TcdB inh -0.7, BH1578 lux ind inactive, FadD28 FP inh 0.9, Yp Topo-I inh -8, Mtb BioA inh -4.4 and PfHsp40 yeast -0.1.
O=C(NC1CCCCCC1)C(=S)NCCc1ccccc1 was read as GDH-TPI counter -6, UGM FP inh -1.3, FBA Mtb inh 7, TcdB inh 0.7, BH1578 lux ind 1.1, FadD28 FP inh -1.6, Yp Topo-I inh -6, Mtb BioA inh 1.9 and PfHsp40 yeast -0.8.
For Cc1cc(NC(=O)CCc2ccc(C)o2)no1 the results were GDH-TPI counter 7, UGM FP inh 5.0, FBA Mtb inh 2, BH1578 lux ind inactive, FadD28 FP inh -1.3, Yp Topo-I inh -5, Mtb BioA inh -1.8 and PfHsp40 yeast -1.3.
For COc1ccc(NC(=O)c2cccc(S(=O)(=O)NCc3ccco3)c2)c(OC)c1 the results were GDH-TPI counter -8, FBA Mtb inh 2, TcdB inh 2.1, BH1578 lux ind 0.1, FadD28 FP inh -1.2, Yp Topo-I inh -10, Mtb BioA inh 1.3 and PfHsp40 yeast -0.5.
COc1ccc(-c2csc3ncnc(N4CCN(Cc5ccccc5)CC4)c23)cc1 was read as GDH-TPI counter 1, UGM FP inh 1.4, FBA Mtb inh 1, TcdB inh 0.4, BH1578 lux ind 0.9, FadD28 FP inh 0.9, Yp Topo-I inh 23, Mtb BioA inh 1.4 and PfHsp40 yeast 0.9.
`Cc1n[nH]c(C)c1C(=O)CC1(O)C(=O)N(CCc2ccccc2)c2ccc(Cl)cc21` (stereo not drawn) gave GDH-TPI counter 0, UGM FP inh -0.6, FBA Mtb inh -6, BH1578 lux ind inactive, FadD28 FP inh -1.6, Yp Topo-I inh 14, Mtb BioA inh 1.7 and PfHsp40 yeast -0.6.
For COc1cc(CC(CC(=O)O)CC(C)OCc2ccccc2)cc(OC)c1 (stereo not drawn) the results were GDH-TPI counter -2, UGM FP inh 1.1, FBA Mtb inh 3, TcdB inh 0.3, BH1578 lux ind -0.2, FadD28 FP inh -4.5, Yp Topo-I inh -5 and PfHsp40 yeast 0.2.

Part of the list above in order of count of non-hydrogen atoms, largest number first.
`Cc1cc(F)ccc1S(=O)(=O)N1CCCOC1CNC(=O)C(=O)NCCc1ccccc1` (stereo not drawn) gave GDH-TPI counter 2, UGM FP inh 0.8, FBA Mtb inh 8, TcdB inh -0.7, BH1578 lux ind inactive, FadD28 FP inh 0.9, Yp Topo-I inh -8, Mtb BioA inh -4.4 and PfHsp40 yeast -0.1.
COc1ccc(-c2csc3ncnc(N4CCN(Cc5ccccc5)CC4)c23)cc1 was read as GDH-TPI counter 1, UGM FP inh 1.4, FBA Mtb inh 1, TcdB inh 0.4, BH1578 lux ind 0.9, FadD28 FP inh 0.9, Yp Topo-I inh 23, Mtb BioA inh 1.4 and PfHsp40 yeast 0.9.
For Cc1cc(NC(=O)CCc2ccc(C)o2)no1 the results were GDH-TPI counter 7, UGM FP inh 5.0, FBA Mtb inh 2, BH1578 lux ind inactive, FadD28 FP inh -1.3, Yp Topo-I inh -5, Mtb BioA inh -1.8 and PfHsp40 yeast -1.3.
